Screening data (PubChem BioAssay)
KinaseGlo FLuc: Kinase-Glo luciferase inhibition (counter-screen); actives 0.28% (n = 200,000); Kinase-Glo luciferase, ATP luminescence, 8 min; Potency, µM (titrated, usually from 38.3 µM), without a hit: at the highest dose activity change, negative = inhibition, usual class: inhibitors; Q27757; note: % is set by controls: 0 for no effect and ±100 for the full control effect; nearly all actives have a fitted effect of over 60% in size
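Compound is pinned into ATP-containing buffer (10 uM ATP, imidazole pH 7.2, 7 mM MgCl2). Kinase-Glo luciferase reagent is then added. Light output is recorded following an 8-min room-temperature incubation.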
NPSR antagonist: antagonists of human neuropeptide S receptor cAMP signaling; Potency, µM (doses to about 38.3 µM), for inactives: top-dose activity change, negative = inhibition, hits mostly inhibitors; actives 1% (n = 220,000); AID 1461; CHO-NPSR cells, cAMP TR-FRET, antagonist mode; Q6W5P4; note: % is set by controls: 0 for no effect and ±100 for the full control effect; nearly all actives have a fitted effect of over 50% in size; many of its hits are not listed in these tables
Target sequence (Q6W5P4 whole entry, looked up): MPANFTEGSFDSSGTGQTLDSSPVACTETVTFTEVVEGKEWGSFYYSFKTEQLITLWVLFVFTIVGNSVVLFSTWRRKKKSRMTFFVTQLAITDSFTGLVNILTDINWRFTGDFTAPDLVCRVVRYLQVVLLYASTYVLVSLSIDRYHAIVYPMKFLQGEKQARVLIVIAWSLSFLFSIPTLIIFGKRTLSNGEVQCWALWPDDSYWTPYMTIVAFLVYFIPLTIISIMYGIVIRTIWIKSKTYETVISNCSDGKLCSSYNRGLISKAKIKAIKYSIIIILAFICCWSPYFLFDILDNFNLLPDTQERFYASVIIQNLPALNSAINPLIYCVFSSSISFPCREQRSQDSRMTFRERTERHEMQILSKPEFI
Epigenetic reg: epigenetic control regulation, reporter derepression; murine LDR cells, GFP reporter derepression, 30 h; Potency, µM (doses to about 53.9 µM), for the others: at the highest dose GFP activation, most hits filed as activators; actives 0.2% (n = 280,000); AID 1865; note: % of control where 0% means no effect; nearly all actives have a fitted effect of over 60% in size
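Readout is the number of GFP-expressing murine LDR cells, counted by cytometry following washing. Cells were treated with compound for 30 h at 37 C; the stably integrated CMV-GFP locus is normally silent.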
IMPase Li inh: membrane-permeable IMPase blocker, potentiated with lithium; CHO-M1 cells, IP1 TR-FRET (IP-One), carbachol + lithium; Potency, µM (series often up to 59.4 µM), inactives show at the highest dose activity, negative = IMPase inhibition, usual class: inhibitors; actives 0.35% (n = 210,000);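 note: IP1 builds up when IMPase is blocked and the TR-FRET signal falls; plate controls were basal vehicle for no effect and high inhibitor control for full effect; nearly all actives have a fitted effect of over 50% in size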
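Lithium-sensitised IP1 accumulation assay; M1-expressing CHO cells treated 30 min at 37C with compound. Competitive antibody detection by time-resolved FRET followed a 10 min room-temperature lysis step.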
GoLoco inh red: inhibitors of human Gai1-RGS12 GoLoco interaction (red fluorophore) | Potency, µM (doses to about 61.6 µM), inactives show at the top dose activity, negative = inhibition, usual class: inhibitors | Gai1:RGS12 GoLoco peptide FP, rhodamine, 10 min | P63096 | actives 0.44% (n = 230,000); active = well fitted inhibition curve with a large enough effect, not every such curve was filed as active; inactive = no such curve, though single readings can be large or run the other way; note: % is set by controls: 0 for no effect and ±100 for the full control effect; nearly all actives have a fitted effect of over 30% in size; many of its hits are not listed in these tables
JMJD2E inh: inhibitors of human JMJD2E histone demethylase | JMJD2E catalytic domain, FDH-coupled NADH fluorescence (FDH is formaldehyde dehydrogenase) | Potency, µM (titrated, usually from 57.1 µM), inactives show top-dose activity change, negative = inhibition, hits mostly inhibitors | actives 1.6% (n = 230,000) | AID 2147; active = well fitted inhibition curve with a large enough effect, not every such curve was filed as active; inconclusive = small, poorly fitted or top-dose-only effect, or another doubt; inactive = no such curve, though single readings can be large or run the other way;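 note: 0% = wells with enzyme and -100% = buffer wells without enzyme; nearly all actives have a fitted effect of over 50% in size; many of its hits are not listed in these tables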
RECQ1 inh: inhibitors of human RECQ1 DNA helicase; AID 2549; actives 0.54% (n = 240,000); RECQ1 DNA unwinding, red fluorescence kinetic read; Potency, µM (doses to about 57.3 µM), inactives show at the top dose activity, negative = inhibition, usual class: inhibitors;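 note: plate controls were vehicle for no effect and no enzyme for full effect; nearly all actives have a fitted effect of over 30% in size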
Target sequence (P46063 whole entry, looked up): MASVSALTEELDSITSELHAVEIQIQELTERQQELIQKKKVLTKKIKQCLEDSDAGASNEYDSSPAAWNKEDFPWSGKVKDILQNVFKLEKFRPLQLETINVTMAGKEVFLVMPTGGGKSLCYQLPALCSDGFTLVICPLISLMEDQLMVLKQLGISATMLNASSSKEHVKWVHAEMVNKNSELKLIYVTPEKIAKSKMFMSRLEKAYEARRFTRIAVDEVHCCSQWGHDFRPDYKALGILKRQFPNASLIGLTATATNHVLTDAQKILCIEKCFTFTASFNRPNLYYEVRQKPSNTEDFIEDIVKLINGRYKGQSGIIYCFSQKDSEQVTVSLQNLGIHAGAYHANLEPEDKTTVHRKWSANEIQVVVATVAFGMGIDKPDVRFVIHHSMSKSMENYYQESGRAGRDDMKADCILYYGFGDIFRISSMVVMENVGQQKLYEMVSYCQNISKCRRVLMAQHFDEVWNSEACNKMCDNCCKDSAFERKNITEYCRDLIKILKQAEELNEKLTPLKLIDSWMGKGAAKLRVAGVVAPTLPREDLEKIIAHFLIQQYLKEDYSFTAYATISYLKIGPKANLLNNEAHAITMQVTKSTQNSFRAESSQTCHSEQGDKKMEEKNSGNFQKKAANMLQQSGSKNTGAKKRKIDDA
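50 nM RECQ1T1 preincubated 15 min with compound in Tris pH 8.0 buffer with MgCl2, DTT, Tween-20 and 2.5 ug/ml poly(dI-dC); started with 200 nM TAMRA/BHQ-2 forked duplex and 2 mM ATP. Unwinding read as fluorescence (525/598 nm), two reads 2 h apart.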
SMN2 splice enh: increases expression of the SMN2 splice variant; Potency, µM (top dose mostly 46.1 µM), for the others: at the highest dose activity change, positive = activation, hits mostly activators; HEK293 SMN2-luciferase splicing reporter, luminescence, 30-36 h; actives 2.8% (n = 210,000); note: % of control where 0% means no effect; nearly all actives have a fitted effect of over 55% in size
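qHTS luciferase splicing reporter: luminescence rises when SMN2 exon 7 is included in transfected HEK293 cells. Compound exposure lasted 30-36 h at 37C, with 4.5 mM final sodium butyrate as control, followed by a ONE-Glo read.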
* hit, by the source's call; i = inactive; ? = inconclusive; . = not tested or not shown; & = joins results of further samples; [ ] = remark or other dose. Unless noted, calls come from the whole dose curve; as a rule, active = well fitted curve in the direction sought with a large enough effect; inconclusive = small, poorly fitted or top-dose-only effect, or another doubt; inactive = no such curve, though single readings can be large; an effect the other way counts as inactive or inconclusive. Potency is the fitted concentration of half-maximal effect. This is a subset; the hit share may differ from the screen's.

SMILES	KinaseGlo FLuc	NPSR antagonist	Epigenetic reg	IMPase Li inh	GoLoco inh red	JMJD2E inh	RECQ1 inh	SMN2 splice enh
CC(=O)N/N=C(\C)CC(=O)Nc1cccc(C(F)(F)F)c1	3%	18%	0.4%	-5%	6%	3%	-11%	-24%
CN(C)S(=O)(=O)c1ccc(NC(=O)CN2CCN(C(c3ccccc3)c3ccccc3)CC2)cc1	.	-20%[46.1 µM]	0.8%	.	.	0%	-1%	.
CCOc1ccc(Nc2oc(-c3ccccc3Cl)nc2C#N)cc1	-4%	-24%[46.1 µM]	0.0%	-6%[38.3 µM]	18%	?	-12%	-7%
Cc1nnc(N/N=C/c2cccc(OCc3ccc(Cl)c(Cl)c3)c2)n1N	-2%	21%	0.0%	-4%	-7%	?	-9%	4%[1.84 µM]
COc1ccc(CNC(=O)CN(Cc2ccc(Cl)cc2)S(C)(=O)=O)cc1	-1%	0%	-1.9%	-2%	1%	-7%	-2%	-22%
CCOC(=O)c1c(N)sc2c(OCC)c(Br)ccc12	2%	?	-1.0%	-5%	3%	-4%	-7%	-3%
COC(=O)C1=C(COc2ccc(C=O)cc2OC)NC(=O)NC1c1cc(C)ccc1C (stereo unspecified)	-1%	-3%	-3.2%	-3%	12%	-6%	-5%	7%
CCc1c(O)nc(SCC(=O)NCc2ccco2)[nH]c1=O	1%	-4%[46.1 µM]	0.0%	-11%[38.3 µM]	3%	10%	-6%	16%
Cc1ccsc1/C=C(\C(=O)c1ccc(OC(C)C)cc1)c1nc2ccccc2o1	-3%	-58%	?	14%	16%	6%	-3%	4%
CCO[C@H]1OC(C(=O)N2CCOCC2)=C[C@@H](c2ccc(Br)cc2)[C@@H]1CCCO	.	10%	7.2%	4%	2%	-1%	-16%	.
OC(CNc1ccccc1)Cn1ccc2ccccc21 (stereo unspecified)	12%	14%	-1.3%	-4%	8%	?	i	-13%
CCC(=O)C1CCCN(C(=O)c2ccc(OC3CCN(C(=O)c4cccnc4)CC3)cc2)C1 (stereo unspecified)	.	-4%	0.0%	5%	-12%	-7%	i	.
O=C(/C=C/c1c(Cl)cccc1Cl)NCCc1ccccc1	8%	-25%[46.1 µM]	3.6%	8%[38.3 µM]	-7%	6%	-11%	-22%
CCS(=O)(=O)NCC(c1cccnc1)N1CCN(c2ccccc2F)CC1 (stereo unspecified)	0%	-8%[46.1 µM]	-1.1%	-2%[38.3 µM]	7%	9%	-4%	-13%
CCN1CCN(c2ccc(NC(=O)c3ccccc3F)cc2Cl)CC1	0%	9%	0.0%	20%	-4%	1%	-5%	10µM*
COc1ccc(CCNC(=O)C2CCCN(c3nn4c(=O)cc(C)nc4s3)C2)cc1OC (stereo unspecified)	0%	-13%[46.1 µM]	-0.8%	0%	-5%	-2%	-4%	9%
O=C(O)Cn1c(CC(=O)N2CCCC2)nc2ccccc21	-4%	-1%[46.1 µM]	0.0%	0%[38.3 µM]	-8%	4%	i	-2%
C=CCn1c(SCC#N)nnc1-c1ccc2ncccc2c1	.	3%	3.2%	.	8%	15%	-1%	.
CN(C)c1ccc(/C=N/NC(=S)NCc2ccccc2)cc1	-1%	-28%[46.1 µM]	-2.3%	9%[38.3 µM]	-1%	?	-26%	-10%
CCN(CC(=O)NCCc1ccc(Cl)cc1)Cc1nc2ccccc2c(=O)[nH]1	-3%	-6%	-0.5%	3%	6%	-13%	17%	-18%
CCC(=O)NCC(=O)OCC(=O)c1ccccc1	-3%	-5%[46.1 µM]	-1.2%	1%	-4%	3%	0%	11%
COc1ccc(-c2nc(C#N)c(N3CCc4ccccc4C3)o2)cc1OC	2%	?	1.7%	-2%[38.3 µM]	4%	?	-15%	-18%
COc1ccccc1-n1c(SCC(=O)NC(C)(C)C)nc(O)c(Cc2ccccc2)c1=O	0%	-6%[46.1 µM]	-0.9%	-6%[38.3 µM]	3%	5%	-7%	2%
Cc1ccc(-n2c(O)c(C=NC3CCS(=O)(=O)C3)c3ccccc3c2=O)c(C)c1 (stereo unspecified)	.	21%	1.1%	.	2%	-2%	3%	.
CC(OC(=O)CNC(=O)C12CC3CC(CC(C3)C1)C2)C(=O)Nc1ncc(Cl)cc1Cl (stereo unspecified)	0%	-6%[46.1 µM]	-1.0%	21%[38.3 µM]	1%	1%	1%	3%
COc1ccc(Nc2nc(-c3ccccc3)cs2)cc1	-7%	-6%[46.1 µM]	-1.4%	29%[38.3 µM]	-8%	1%	?	10µM*
CC(C)CCNC(=O)c1ccc(Cl)c(NC(=O)Cc2ccccc2)c1	7%	-3%	-0.9%	-1%	-8%	-5%	2%	9%
CCN(c1cccc(C)c1)c1nc2ccsc2c(=O)s1	-1%	-1%[46.1 µM]	5.5%	28%[38.3 µM]	2%	33%[activator]	-15%	-9%
Cc1cc(C)nc(NS(=O)(=O)c2ccc(N/C=C\C(=O)c3ccc(Cl)cc3)cc2)n1	-4%	-15%[46.1 µM]	-1.2%	-24%[38.3 µM]	6%	?	-6%	5%
CC(=O)n1nc(-c2ccc(C)cc2)nc1NCc1ccc(F)cc1	-1%	-24%	1.1%	6%	-2%	8%	i	21%
COc1cccc([C@@H]2Oc3ccc(OC)cc3C[C@H]2OC(=O)NS(=O)(=O)c2ccc(C)cc2)c1	-3%	.	2.3%	15%	-1%	-5%	-4%	18%
CCN(CC)CCNC(=O)c1cc2ccccc2nc1Cl	3%	18%	0.0%	-12%	-9%	?	-2%	-28%
CCOC(=O)c1cccc(NC(=O)c2ccccc2C)c1	1%	10%	-1.9%	7%	0%	3%	0%	9%
Cc1nc(SCC(=O)Nc2ccc3c(c2)OCCO3)nc(C)c1C	5%	4%	-1.5%	1%	1%	-7%	-3%	?
Cc1cc(C)cc(N2C(=O)N(c3ccccc3C)C3CS(=O)(=O)CC32)c1 (stereo unspecified)	2%	-18%[46.1 µM]	0.0%	19%[38.3 µM]	4%	-3%	-10%	3%
CCCCN1C[C@H](O)[C@@H](O)[C@H](O)[C@H]1CO	-9%	1%	0.1%	-3%	8%	4%	-6%	-30%
Cc1ccc(NC(=O)CN(C)C(=O)Cn2ncc(Cl)c(Cl)c2=O)cc1	-1%	-35%	4.2%	-1%	-6%	-6%	-6%	-78%[inhibitor]
COc1ccc(OC)c(NC(=O)c2cc(-c3cc(Cl)ccc3O)n[nH]2)c1	-1%	-20%[46.1 µM]	-2.9%	17%[38.3 µM]	7%	?	-8%	-33%[inhibitor]
Nc1nnc(-c2ccc(F)cc2)s1	-2%	-9%[46.1 µM]	0.0%	-6%[38.3 µM]	8%	-8%	-2%	6%
Cc1ccc(C2Nc3cccc4cccc(c34)N2)s1	-7%	-18%	1.5%	9%	-25%	?	-2%	-6%
O=c1[nH][nH]cc1C=Nc1ccc(Oc2ccccc2)cc1	-2%	-11%	-0.1%	-1%	-2%	-4%	i	-1%
COc1ccc(-c2csc(NC(=O)COC(=O)c3ccc(Br)o3)n2)cc1	1%	-4%	1.0%	-17%	7%	17%	3%	0.79µM*
COc1cc(OC)cc(C(=O)N2CCN(C(=O)Cc3ccccc3)CC2)c1	-1%	7%	-0.4%	4%	13%	0%	-6%	.
CCN(CC)S(=O)(=O)c1ccc(S(=O)(=O)Nc2ccc(C(=O)N3CCCC3)cc2)cc1	1%	-12%[46.1 µM]	0.0%	21%[38.3 µM]	0%	6%	-1%	-20%
COC(=O)CSc1nnc(CNc2ccc(OC)cc2)n1C	-2%	-1%[7.67 µM]	2.8%	0%[38.3 µM]	1%	-26%	-10%	0%
C/C(=N\NC(=O)c1ccccc1)c1ccccc1Br	-5%	3%	-1.3%	-1%	-5%	1%	-2%	?
Cc1cc(C)n2nc(C(=O)N/N=C/c3c4ccccc4cc4ccccc34)nc2n1	0%	-9%	?	19%	5%	10%	-13%	-15%
Cc1ccc(NCC(=O)Nc2c(C)n(C)n(-c3ccccc3)c2=O)cc1S(=O)(=O)N(C)C	.	6%	-1.0%	.	-2%	-4%	-1%	.
COc1ccc(CC(=O)OCC(=O)Nc2ncc(Cl)cc2Cl)cc1	-6%	-15%[46.1 µM]	-2.5%	-8%[38.3 µM]	19%	-4%	-12%	5%
CN(C)c1ccc(C(=O)NCC2CCCO2)cc1 (stereo unspecified)	-4%	-13%[46.1 µM]	1.2%	2%	-5%	6%	1%	25µM*
COc1ccc(O)c(C(=O)c2cc(C(=O)NCCc3ccccc3)c(=O)n(CCc3ccccc3)c2)c1	-3%	-30%	-2.9%	-12%	18%	-1%	3%	-35%[inhibitor]
O=C(CN1C(=O)S/C(=C/c2ccncc2)C1=O)N1CCOCC1	3%	6%	-0.7%	6%	-7%	-3%	i	6%
CCCCC(=O)Nc1ccc(NC(=O)C(C)C)cn1	12%	-11%[46.1 µM]	-1.5%	-5%[38.3 µM]	-3%	-4%	i	?
CC(=O)[C@H]1CC[C@H]2[C@@H]3CCC4=CC(=O)CC[C@]4(C)[C@H]3[C@H](O)C[C@]12C	-2%	-12%	3.0%	-5%	6%	-5%	i	-58%[inhibitor]
CCCNc1nc(-c2cc(-c3ccc(Cl)cc3)on2)cc(C(C)C)n1	.	0%	-1.2%	.	2%	?	i	.
CSc1sc(C(=O)O)c(C)c1C(C)=O	3%	7%[46.1 µM]	2.1%	17%[38.3 µM]	4%	-1%	i	11%
CCCN(CCC)CCCNC(=O)c1cn(CC)c2ccc(S(=O)(=O)N3CCc4ccccc4C3)cc2c1=O	-2%	?	5.8%&2.6%	25%	6%	2%	0%	-6%&-4%

Entries of single compounds, quoted from the list:
`CCCN(CCC)CCCNC(=O)c1cn(CC)c2ccc(S(=O)(=O)N3CCc4ccccc4C3)cc2c1=O` across the screens: KinaseGlo FLuc = -2%; NPSR antagonist = ?; Epigenetic reg = 5.8%&2.6%; IMPase Li inh = 25%; GoLoco inh red = 6%; JMJD2E inh = 2%; RECQ1 inh = 0%; SMN2 splice enh = -6%&-4%
`COc1ccc(CCNC(=O)C2CCCN(c3nn4c(=O)cc(C)nc4s3)C2)cc1OC` (stereo unspecified) across the screens: KinaseGlo FLuc = 0%; NPSR antagonist = -13%[46.1 µM]; Epigenetic reg = -0.8%; IMPase Li inh = 0%; GoLoco inh red = -5%; JMJD2E inh = -2%; RECQ1 inh = -4%; SMN2 splice enh = 9%
